Hck Nef HTS: inhibitors of Nef-activated human Hck kinase, primary screen, biochemical, Z-Lyte FRET, 384-well, Hck-YEEI | Recombinant Hck-YEEI plus Nef, Z-Lyte FRET kinase assay | inhibition, % at 20 µM | 0.68% of 220,000 active;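 active means Hck-Nef kinase inhibition above about 50%, limit read from the data; inactive means inhibition below that limit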;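 further: 0% = DMSO with Hck plus Nef and 100% = Hck alone without Nef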
EP2 mod: EP2 receptor modulators, cAMP readout, primary screen, cell-based, HTRF cAMP, PGE2 stimulation; EP2-expressing cells, cAMP HTRF FRET, PGE2 co-stimulation; induction, % at 25 µM; 0.83% of 260,000 active; Prostaglandin E2 receptor EP2 subtype (Homo sapiens), P43116; AID 940, 2007;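 active means compounds whose cAMP rise, as percent of the full-agonist control response, exceeds 60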;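 further: rat C6 glioma line stably carrying human EP2 under a CMV promoter; the protocol text gives 20 µM as final concentration; 100% = response of wells given 1 µM PGE2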
eIF4E-4G inh: eIF4E–eIF4G protein interaction inhibitors, primary screen, biochemical, uHTS, TR-FRET, eIF4GI fragment; Eukaryotic translation initiation factor 4E (Mus musculus) + Eukaryotic translation …; TR-FRET eIF4E-eIF4GI(517-606) binding, 2 h; inhibition, % at 21.7 µM; 0.37% of 220,000 active; AID 782, 2007;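 active means inhibition above about 30%, limit read from the data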;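 further: 0% = full FRET control wells and 100% = background wells lacking eIF4GI fragment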
EP2 antag: human EP2 receptor antagonists, primary screen, TR-FRET cAMP, C6 glioma cells; Prostaglandin E2 receptor EP2 subtype (Homo sapiens), P43116; C6 glioma cells expressing human EP2; cells stimulated with saturating PGE2; inhibition, % at 25 µM; 0.52% of 260,000 active;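 active means percent inhibition above 40 after rounding to a whole number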;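 further: rat C6 glioma host cells with rolipram phosphodiesterase inhibitor present; the protocol text gives 20 µM as final concentration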
L929 necroptosis: inhibitors of zVAD-triggered necroptosis, primary screen, L929 cells; viability rescue, % at 10 µM; L929 zVAD necroptosis rescue, ATP luminescence, 24 h; with zVAD 60 µM; 0.38% of 220,000 active;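 active means activation, scaled between plate controls, above about 75%, limit read from the data; inactive means activation under that limit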;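 further: 0% = zVAD with DMSO and 100% = DMSO alone without zVAD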
Rad51 HR inh: human RAD51 strand exchange inhibitors, primary screen, biochemical, fluorescence | DNA repair protein RAD51 homolog 1 (Homo sapiens), Q06609 | hRad51 DNA strand exchange, fluorescence dequenching | inhibition, % at 10 µM | 0.085% of 200,000 active | AID 1385, 2008;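 active means inhibition above 40% at the single screening dose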;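 further: 0% = DMSO control wells and 100% = blanks with heterologous ssDNA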
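Test system: preformed human Rad51 ssDNA filaments. Compound dosing: single dose, 10 µM final compound. Incubation: filaments 15 min 37 °C, then compound 30 min. Technique: FRET fluorescence dequenching, excitation 485 nm, emission 520 nm. Read-out basis: percent inhibition from fluorescence, normalised to plate control and blank means. Benchmarks: plate controls and plate blanks.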
Calpain2 inh: inhibitors of pig calpain II, primary screen, biochemical, fluorogenic peptide substrate, 1536-well; purified calpain II, 30 min; inhibition, % at 16 µM; 0.37% of 220,000 active;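 active means inhibition above about 50%, limit read from the data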
14-3-3 Bad inh: inhibitors of 14-3-3 zeta/Bad binding, primary screen, biochemical, TR-FRET, bovine 14-3-3 zeta; 14-3-3 protein zeta/delta (Bos taurus), P63103; TR-FRET 14-3-3zeta/Dy647-pBad peptide displacement, 1 h; inhibition, % at 21.7 µM; 0.71% of 220,000 active; AID 781, 2007;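 active means inhibition above about 70%, limit read from the data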;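 further: 0% = full 14-3-3 plus peptide FRET controls and 100% = background without 14-3-3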
Tb hexokinase: Trypanosoma brucei hexokinase 1 inhibitors, primary screen, biochemical, G6PDH-coupled NADH absorbance, MLSCN library; hexokinase 1 [Trypanosoma brucei]; recombinant TbHK1, G6PDH-coupled NADH A340; inhibition, % at 10 µM; 0.11% of 220,000 active;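 active means inhibition of 50% or more in the single-dose primary screen; inactive means inhibition below 50%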
* = called active by the depositor; i = inactive; x = no result given; [ ] = remark or other dose. The list is partial; count on the stated rates, not on these rows.

Every second line gives: Hck Nef HTS | EP2 mod | eIF4E-4G inh | EP2 antag | L929 necroptosis | Rad51 HR inh | Calpain2 inh | 14-3-3 Bad inh | Tb hexokinase
> CCC(CC)COC(=O)C(C#N)c1nc2ccccc2nc1N1CCOCC1 (stereo not drawn)
    1 | -40 | 2 | 3 | -0.3 | -5 | 3 | 8 | 7
> Cc1nnn(C23CC4CC(CC(CC(=O)Nc5cccc(F)c5)(C4)C2)C3)n1
    -29 | -42 | 3 | 6 | 0.9 | 0 | 30 | 0 | 15
> Cc1ccc2nc(N(CCN(C)C)C(=O)/C=C/c3cccs3)sc2c1
    -1 | 11 | -6 | 12 | 1.8 | 0 | -1 | -3 | -5
> COc1cccc(CCNC(=O)c2ccc(C#N)cc2)c1
    9 | -7 | 2 | 2 | -0.2 | x | -12 | -4 | -10
> COCCSc1nnc(NC(=O)C2CC(=O)N(c3ccc(C)cc3)C2)s1 (stereo not drawn)
    10 | -8 | 5 | 6 | 3.2 | 2 | 15 | 4 | -5
> Cc1c(NC(=O)c2cc(-c3ccco3)on2)c(=O)n(-c2ccccc2)n1C
    -1 | 13 | 4 | 5 | 0.1 | 4 | 1 | -5 | 3
> CCOC(=O)c1ccc(NC(=O)Nc2ccccn2)cc1
    11 | -9 | 0 | 5 | 72 | x | 22 | 0 | 5
> CCC(CC)c1nnc(NC(=O)c2ccco2)s1
    23 | 19 | 1 | 5 | 2.9 | 0 | -23 | -4 | -11
> CC1CCc2nc(NC(=O)CN3CCOCC3)sc2C1 (stereo not drawn)
    1 | 8 | -2 | 6 | 0.0 | -10 | -22 | -1 | -4
> N#Cc1c(Nc2ccc(F)cc2)sc(C(=O)c2ccccc2)c1N
    4 | -32 | -2 | 6 | 0.8 | 5 | -87 | -29[fluorescence artefact?] | 19
> Cc1cc(=O)oc2cc(OCC(=O)Nc3cccc(S(=O)(=O)N(C)C)c3)ccc12
    0 | -13 | -1 | 8 | 0.4 | -1 | 5 | 25[fluorescence artefact?] | -2
> CCOCCCNC(=O)c1ccc(N2CCCC2)c(NS(=O)(=O)c2ccc(C)cc2)c1
    -8 | -2 | -2 | 6 | 16 | -3 | -4 | -9 | -6
> COc1ccc(CNC(=O)C(c2ccncc2)N(C(=O)Cc2cccs2)c2ccccc2)cc1 (stereo not drawn)
    0 | -4 | -2 | 8 | -0.6 | 1 | -12 | -4 | -1
> CCN(CC)C(=O)C(=O)c1cccn1-c1cccc(Cl)c1C#N
    -1 | -2 | 4 | 6 | 0.3 | 8 | 15 | 6 | -2
> O=C(N/N=C/c1ccc(N2CCOCC2)s1)c1ccccc1Cl
    11 | -77 | 6 | 9 | 1.6 | -9 | -10 | -12 | -23
> O=C(O)C1CCCN1C(=O)Nc1ccccc1 (stereo not drawn)
    0 | 10 | 4 | 12 | 0.7 | x | 1 | 5 | -1
> Cc1ccc(CN2C(=O)N/C(=C\c3ccc(N4CCOCC4)cc3)C2=O)cc1
    2 | 14 | 15 | 7 | 0.9 | 5 | -26 | -8[fluorescence artefact?] | -6
> CCC1CCCN1Cn1cnc2c([nH]c3ccc(OC)cc32)c1=O (stereo not drawn)
    1 | -6 | -4 | 6 | 0.3 | 2 | -387 | -7 | -12
> O=C(Nc1ccccc1Cl)c1cc[n+](Cc2ccc([N+](=O)[O-])cc2)cc1
    24 | 9 | 0 | 3 | 14 | -1 | 20 | -1 | 5
> O=C(/C=C\c1ccc2c(c1)OCO2)NC1(C(=O)Nc2ccc3c(c2)OCCO3)CCCCC1
    0 | 18 | 4 | 7 | 1.0 | -4 | -13 | 2 | -16
> Cn1c(-c2ccc(-c3ccccc3)cc2)c[nH]c1=S
    -1 | -4 | -2 | 11 | -0.1 | 1 | -48 | 8 | 2
> Cc1cccc(OCCC(=O)Nc2ccc(C)c(S(=O)(=O)N3CCCCC3)c2)c1
    12 | -8 | 4 | -1 | 2.0 | 5 | 55* | -1 | 6
> Cc1ccc(CCC(=O)Nc2ccccc2F)s1
    4 | -19 | -1 | 10 | -0.1 | 2 | 5 | 11 | 4
> CN1CCN(CCC(=O)Nc2ccc(Br)cc2)CC1
    16 | -8 | 2 | 4 | 13 | -25 | -16 | -10 | -5
> CN=C1SC(CC(=O)Nc2ccc(C(C)=O)cc2)C(=O)N1C (stereo not drawn)
    -5 | x | x | 8 | 0.0 | 6 | x | x | 3
> O=C(CCCn1c(=O)[nH]c2ccccc2c1=O)Nc1ccc(F)cc1
    24 | -15 | 0 | 2 | 2.7 | 39 | -33 | -17 | -2
> C=CCNc1oc(-c2cccc3ccccc23)nc1C#N
    2 | -11 | -2 | 14 | 0.7 | -7 | -278 | -2 | 0
> CC1CCCCN1C(=S)NC(=O)c1cccs1 (stereo not drawn)
    13 | -3 | 92* | 4 | -1.3 | 16 | 7 | 1 | -1
> Cc1cccc(Oc2ncc(-c3ccc(Cl)cc3)cn2)c1
    0 | 22 | 7[fluorescence artefact?] | x | 0.1 | x | -2 | -6[fluorescence artefact?] | -10
> COC(=O)C1CC(O)CN1C(=O)Nc1ccccc1 (stereo not drawn)
    1 | 29 | 0 | 5 | 1.1 | 7 | -14 | -8 | 3

11 entries already listed, ordered by heavy-atom count, rising:
Every second line gives: Hck Nef HTS | EP2 mod | eIF4E-4G inh | EP2 antag | L929 necroptosis | Rad51 HR inh | Calpain2 inh | 14-3-3 Bad inh | Tb hexokinase
> CC1CCCCN1C(=S)NC(=O)c1cccs1 (stereo not drawn)
    13 | -3 | 92* | 4 | -1.3 | 16 | 7 | 1 | -1
> Cc1ccc(CCC(=O)Nc2ccccc2F)s1
    4 | -19 | -1 | 10 | -0.1 | 2 | 5 | 11 | 4
> CN1CCN(CCC(=O)Nc2ccc(Br)cc2)CC1
    16 | -8 | 2 | 4 | 13 | -25 | -16 | -10 | -5
> C=CCNc1oc(-c2cccc3ccccc23)nc1C#N
    2 | -11 | -2 | 14 | 0.7 | -7 | -278 | -2 | 0
> CN=C1SC(CC(=O)Nc2ccc(C(C)=O)cc2)C(=O)N1C (stereo not drawn)
    -5 | x | x | 8 | 0.0 | 6 | x | x | 3
> CCC1CCCN1Cn1cnc2c([nH]c3ccc(OC)cc32)c1=O (stereo not drawn)
    1 | -6 | -4 | 6 | 0.3 | 2 | -387 | -7 | -12
> O=C(CCCn1c(=O)[nH]c2ccccc2c1=O)Nc1ccc(F)cc1
    24 | -15 | 0 | 2 | 2.7 | 39 | -33 | -17 | -2
> O=C(Nc1ccccc1Cl)c1cc[n+](Cc2ccc([N+](=O)[O-])cc2)cc1
    24 | 9 | 0 | 3 | 14 | -1 | 20 | -1 | 5
> Cc1ccc(CN2C(=O)N/C(=C\c3ccc(N4CCOCC4)cc3)C2=O)cc1
    2 | 14 | 15 | 7 | 0.9 | 5 | -26 | -8[fluorescence artefact?] | -6
> Cc1cccc(OCCC(=O)Nc2ccc(C)c(S(=O)(=O)N3CCCCC3)c2)c1
    12 | -8 | 4 | -1 | 2.0 | 5 | 55* | -1 | 6
> O=C(/C=C\c1ccc2c(c1)OCO2)NC1(C(=O)Nc2ccc3c(c2)OCCO3)CCCCC1
    0 | 18 | 4 | 7 | 1.0 | -4 | -13 | 2 | -16

(further entries)
Every second line gives: Hck Nef HTS | EP2 mod | eIF4E-4G inh | EP2 antag | L929 necroptosis | Rad51 HR inh | Calpain2 inh | 14-3-3 Bad inh | Tb hexokinase
> Cc1oc(CC(C)C)c(CN2CCCC2)c1C(=O)O
    1 | 1 | 3 | 10 | -0.1 | 1 | 1 | 60[fluorescence artefact?] | 1
> CC(=O)NS(=O)(=O)c1ccc(N=NN2CCCCCC2)cc1
    24 | 3 | 4 | 9 | -0.4 | -17 | 0 | -4 | -31
> Cc1cc(C)n(C(=O)CCC(=O)NCc2ccccc2)n1
    4 | 24 | 1 | 8 | 0.0 | 2 | 1 | -1 | 5
> OCCOc1cccc(CN2CCC(CO)(CCOc3ccccc3)CC2)c1
    18 | -8 | 2 | 4 | -0.8 | 7 | -2 | -13 | -2
> Cc1ccc(/C=C/C(=O)Nc2cccc3cccnc23)o1
    4 | 25 | -1 | 8 | 0.2 | 20 | -12 | -5 | -24
> O=C(O/N=C\c1ccc(N2CCCCC2)c([N+](=O)[O-])c1)c1cccc(Cl)c1
    0 | -2 | -1 | x | 0.1 | x | 1 | 3 | -7
> Nn1c(SCc2csc(-c3ccccc3)n2)nnc1-c1cccs1
    2 | -25 | 2 | 3 | 0.6 | -2 | -38 | -4 | 2
> COc1ccccc1C(=O)NN=C1CCN(Cc2ccccc2)CC1
    1 | -6 | -24[fluorescence artefact?] | 2 | 0.3 | 12 | 16 | 14 | 4
> CCOC(=O)/C(=C/C=C1\Sc2cc(OCC)c(OCC)cc2N1CC)C(C)=O
    15 | -16 | 1 | 12 | 2.6 | i | -52 | -21 | -13
> Cc1ccc(CONC(=O)/N=C/N(C)C)cc1
    0 | 17 | 3[fluorescence artefact?] | 5 | 0.0 | -8 | -32 | 5[fluorescence artefact?] | -12
> CCCS(=O)(=O)N1CCCC(C(=O)NC2CCCCC2)C1 (stereo not drawn)
    2 | 24 | -7 | 19 | -0.1 | -3 | -8 | -13 | -2
> Cc1ccc(CSc2nnc(-c3ccccn3)n2N)cc1
    4 | -13 | -3 | 10 | 0.8 | -1 | -20 | -6 | -8
> C/C(=N\O)C(=O)NCC1CCNCC1
    -1 | 8 | 1 | 8 | 1.4 | -4 | 12 | -1 | -3
> Cc1ccc(CN(C(=O)Cn2nnc3ccccc32)C(C(=O)NCc2ccco2)c2ccc(C)o2)cc1 (stereo not drawn)
    6 | 50 | -2 | 15 | 0.7 | 10 | -15 | 2[fluorescence artefact?] | 6
> CC(=O)Nc1ccc(OCC(O)Cn2nc(C)c(C(C)=O)c2C)cc1 (stereo not drawn)
    1 | 9 | 3[fluorescence artefact?] | 7 | 0.6 | -1 | -35 | 1[fluorescence artefact?] | 6
> COc1ccc2nnc(-c3ccc(C(F)(F)F)cc3)n2n1
    27 | 20 | 0 | 5 | -0.6 | 13 | -43 | -3 | -4
> CNC(=O)c1[nH]cnc1C(=O)Nc1ccccc1C
    9 | 2 | 4 | 15 | -0.3 | 11 | -15 | -4[fluorescence artefact?] | 4
> CCOC(=O)c1[nH]c2ccccc2c1NC(=O)CN(C)C
    1 | -8 | 0 | 10 | -0.3 | -4 | 5 | -7 | -1

Source: PubChem
